CD40 NFkB inh: CD40 pathway inhibition in BL2 cells; inhibition, % at 10 µM; actives 0.94% (n = 83,000); BL2 NF-kB luciferase reporter, CD40L-induced, 4 h; AID 1053188;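 active = mean inhibition of at least 50% with a set share of replicates also reaching that level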;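 note: 0% = neutral control wells and 100% = IKK inhibitor VII at 50 µM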
* = called active by the depositor; & = joins results of further samples; [ ] = another dose, or the depositor's remark. Only part of the results is shown; rates above refer to the full screens.

SMILES	CD40 NFkB inh
Cc1ccc(NC(=O)CSc2nccn(-c3ccc4c(c3)OCCO4)c2=O)cc1	-5
C[C@@H]1CN([C@H](C)CO)C(=O)c2cc(C#Cc3ccccn3)cnc2O[C@@H]1CN(C)Cc1cncnc1	3[25 µM]
CNC[C@@H]1Oc2ccc(N(C)C)cc2C(=O)N([C@@H](C)CO)C[C@H]1C	7[25 µM]
CCOC(=O)C1(C)CCCCCN1C(=O)c1ccco1 (stereo unspecified)	2
COc1cc(C2c3cc4c(cc3CC3COC(=O)N32)OCO4)cc(OC)c1OC (stereo unspecified)	-2
Cc1ccccc1-c1nnn(Cc2ccc(-c3nn[nH]n3)cc2)n1	8
COc1cc(CN2CCN(Cc3ccc4cc(F)ccc4n3)CC2CCO)cc(OC)c1 (stereo unspecified)	0
COc1ccc2[nH]c(=O)c(CN(C(=O)c3cccnc3)c3ccccc3)cc2c1	-7
O=C(NCc1ccccc1Cl)C1CCC(=O)N1Cc1ccc(F)cc1 (stereo unspecified)	11
COC(=O)c1ccc(N=C2SCC(=O)N2C)cc1	-1
COc1ccc(NC(=O)Nc2ccc3c(c2)[C@@H]2C[C@H](CC(=O)N4CCN(C)CC4)O[C@@H](CO)[C@@H]2O3)cc1	-3[25 µM]
Cc1cccc(-n2ncc(C#N)c2-n2cccc2)c1	8
CCc1nc(NC2CCCCC2)c(C#N)c2c1COC(C)(C)C2	14
COC(=O)[C@H](CCSC)NC(=O)Nc1ccc(C(C)=O)cc1	0
COC(=O)c1ccc(COC(=O)c2ccc(C)c(S(=O)(=O)N3CCCCC3)c2)cc1	-32
CCCNC(=O)c1ccc(Cl)c(Cl)c1	0
CCOc1ccc(C(=O)COC(=O)c2nc3nccc(C)n3n2)cc1	-11
C[C@@H]1CN([C@H](C)CO)C(=O)Cc2cc(NS(=O)(=O)c3ccc(F)cc3)ccc2O[C@H]1CN(C)CC1CCCCC1	59*
Cc1cc(=O)oc2cc(OCC(=O)OCC(=O)NC(=O)NC(C)C)ccc12	-6
Cc1ccn2cc(CNC(=O)c3cccs3)nc2c1	-6
CC(Oc1ccc(F)cc1)C(=O)Oc1ccc(N(C)S(=O)(=O)c2ccccc2)cc1 (stereo unspecified)	7
O=C(Nc1ccc(S(=O)(=O)N2CCCCC2)cc1)C1CCN(C(=O)c2ccco2)CC1	5
Cc1c(N(C)S(=O)(=O)c2cccc(C(=O)NCC3CCCO3)c2)c(=O)n(-c2ccccc2)n1C (stereo unspecified)	-1
CC1CCC(NS(=O)(=O)c2ccc(Cl)nc2)CC1 (stereo unspecified)	-14
Cc1nn(C)c(C)c1CN(C)C(=O)CCCC(=O)O	10

Next results.
SMILES	CD40 NFkB inh
O=C1C[C@@H](c2ccccc2)C(=O)N[C@H](c2ccc3c(c2)OCO3)C/C=C\C[C@@H](c2ccc(F)cc2)N1	2[25 µM]
CSc1cc(C)nc(NC(C)=O)n1	6
O=C(Cc1ccccn1)N1CC(=O)N2[C@H](CO)[C@@H](c3ccc(C#CCC4CCCC4)cc3)[C@H]2C1	1[25 µM]
CCOc1ccc(C(=O)NCC(=O)Nc2ccc3c(c2)OCO3)cc1OCC	-16
COc1ccc(C(=O)N2CCN(Cc3nc(CC4CC4)no3)CC2)cc1	2
CCS(=O)(=O)N1CCCCN2[C@H](CO)[C@H](c3ccc(-c4ccc(C(=O)N(C)C)cc4)cc3)[C@@H]2C1	-1[25 µM]
C[C@H]1CN(C)C(=O)c2ccccc2O[C@@H]1CN(C)S(C)(=O)=O	10
CCOC(=O)Cn1c(=NC(=O)C(C)C)sc2c(C)cc(C)cc21	2
CCCCn1cnc2c(c1=O)c1nc3ccccc3nc1n2Cc1ccc2c(c1)OCO2	4
Nc1nc(CN2CCN(c3ccccc3F)CC2)nc(Nc2ccc3c(c2)OCCO3)n1	19
COc1ccc(S(=O)(=O)Nc2nc3ccccc3s2)cc1	15
CCN(CC)C(=O)c1ccc(CS(=O)(=O)Cc2ccccc2)cc1	2
Cc1ccnc2nc(C(=O)OCC(=O)Nc3ccc4c(c3)OC(F)(F)O4)nn12	10
Cc1ccc(S(=O)(=O)N(C)C[C@@H]2Oc3ccc(NC(=O)CCCN(C)C)cc3C(=O)N([C@@H](C)CO)C[C@@H]2C)cc1	2[25 µM]
CS(=O)(=O)N1CCC(C(=O)Nc2ccc(Oc3ccccc3)cc2)CC1	-8
O=C(COc1ccc2ccccc2c1)NC1CC1	-85
CCOc1ccc(S(=O)(=O)N2CCN(Cc3ccccc3)CC2)c2cccnc12	4
O=C(COC(=O)CNC(=O)c1cccs1)Nc1ccccc1C(F)(F)F	9
CCCSc1nc(C)cc(C)c1C(N)=O	4
CN1CCc2c(sc3nc(NCCO)n(-c4cccc(Cl)c4)c(=O)c23)C1	9
Cc1ccc(NC(=O)CCNS(=O)(=O)c2cccs2)cc1F	-58
CCOC(=O)N1CCN(CC(=O)N2c3ccccc3CCc3ccccc32)CC1	10
COc1ccc(C(=O)CCN2CCCCCC2)cc1	6
Cc1cccc(Cn2nc(C(C)(C)C)cc2C(=O)N2CCOCC2)c1	-4
c1ccc2c(c1)CC1(CCCCC1)n1nnnc1-2	8

Ordered by SMILES length (ascending): some entries from above
SMILES	CD40 NFkB inh
CCCSc1nc(C)cc(C)c1C(N)=O	4
Cc1cccc(-n2ncc(C#N)c2-n2cccc2)c1	8
Cc1ccnc2nc(C(=O)OCC(=O)Nc3ccc4c(c3)OC(F)(F)O4)nn12	10

(next part)
SMILES	CD40 NFkB inh
C[C@@H]1CCCCO[C@@H](CN(C)C(=O)Nc2ccc3c(c2)OCO3)[C@H](C)CN([C@@H](C)CO)C(=O)c2cc(NS(=O)(=O)c3ccc(F)cc3)ccc2O1	4[25 µM]
OC[C@H]1[C@@H](c2ccc(C#CC3(O)CCCC3)cc2)[C@@H]2CN(Cc3cncnc3)CCCCN12	-25[25 µM]
CCc1nnc(NC(=O)CCC(=O)N2CCN(c3ccccn3)CC2)s1	11
CCOC(=O)c1c(NS(=O)(=O)c2cccc(OC)c2)sc2c1CCC2	4
O=C(NC1CCCC1)N1[C@@H]2CNC[C@H]1C2c1ccc(-c2cccnc2)cc1 (stereo partly specified)	1&0[25 µM]
CN(C)Cc1cn(CC[C@H]2CC[C@H](NC(=O)Nc3ccccc3F)[C@H](CO)O2)nn1	4
CN(C)C(=O)c1cccc(-c2ccc(C3[C@@H]4CN(S(=O)(=O)Cc5ccccc5)C[C@H]3N4)cc2)c1 (stereo partly specified)	-18
O=C(C[C@@H]1CC[C@@H]2NC[C@@H](O)COC[C@H]2O1)NCCN1CCCCC1	-8[25 µM]
CN(C)S(=O)(=O)c1ccc(NC(=O)C2CC3C=CC2C3)cc1 (stereo unspecified)	-9
Cc1ccc(N(CC(=O)NC2CCCCC2)S(=O)(=O)c2c(C)nn(C)c2C)cc1	12
O=C(CN1CCOCC1)NCC[C@H]1CC[C@H](NC(=O)Nc2ccc(F)cc2)[C@H](CO)O1	2
CN1[C@@H]2c3ccc(-c4ccc(F)cc4)c(=O)n3C[C@H]1[C@H](CO)[C@H]2C(=O)NC1CCCCC1	2
Cc1noc(C)c1S(=O)(=O)Nc1cccc2c1O[C@H](CN(C)Cc1ccc(C(F)(F)F)cc1)[C@H](C)CN([C@H](C)CO)C2=O	24[25 µM]
Cc1ccc2nc(SCC(=O)Nc3cccc(Cl)c3)nc(=O)n2c1	-29
C[C@@H]1CN([C@@H](C)CO)C(=O)c2ccccc2-c2ccccc2CO[C@@H]1CN(C)Cc1cccc(C(F)(F)F)c1	6[25 µM]
CC(C)NC(=O)N(C)C[C@H]1OCc2ccccc2-c2c(n(C)c3ccccc23)C(=O)N([C@H](C)CO)C[C@H]1C	-3
NC1=NC(=O)C(c2ccccc2)(c2ccccc2)S1	5
C[C@H]1CN([C@@H](C)CO)C(=O)c2c(c3ccccc3n2C)-c2ccccc2CO[C@@H]1CN(C)C(=O)c1ccccc1	8
O=C(Nc1ccc(OCc2ccccc2)cc1)c1cccc([N+](=O)[O-])c1	-10
N#Cc1cc(-c2ccccc2)oc1NC(=O)c1ccco1	-19
O=C(C1CCOCC1)N1CC(=O)N2[C@H](C1)[C@@H](c1ccc(C#CC3CCCCC3)cc1)[C@@H]2CO	0[25 µM]
CCN(CC(=O)NCc1cccs1)C(=O)Cc1ccc(Cl)c(Cl)c1	6
COc1ccc(N2CC(C(=O)Nc3nc(-c4ccccc4)c(C(C)=O)s3)CC2=O)c(OC)c1 (stereo unspecified)	4
Cc1nn(C(C)C(=O)NCc2cccs2)c(=O)c2nn(-c3ccccc3)c(C)c12 (stereo unspecified)	3
COCCCn1cnc2oc3nc4ccccc4nc3c2c1=O	-5

Next part:
SMILES	CD40 NFkB inh
CCCCNC(=O)c1ccccc1C(=O)NCCCC	14
CCOC(=O)N1CCC(NCc2c(C(=O)N(C)Cc3ccccc3)nc3ccccn23)CC1	4
COc1ccc(NC(C)=O)cc1NC(=O)c1ccc2ccccc2c1	-11
CC(C)NC(=O)N1CC[C@@H]2[C@H]1c1cc(-c3ccc(F)cc3)ccc1N(C)[C@H]2CO	7[25 µM]
O=C(Nc1ccc2c(c1)Cc1cc([N+](=O)[O-])ccc1-2)C(F)(F)F	-7
O=C(CCN1C(=O)C2CCCCC2C1=O)Nc1ccc(Br)cc1F (stereo unspecified)	-8
Cc1c(NC(=O)COC(=O)c2ncc(Cl)c(Cl)c2Cl)c(=O)n(-c2ccccc2)n1C	3
O=c1[nH]c(=S)[nH]cc1Oc1ccccc1	-1
O=c1c2ccccc2nc2n1-c1ccccc1CCC2	15
C[C@H]1CN([C@@H](C)CO)C(=O)c2ccccc2-c2ccccc2CO[C@@H]1CN(C)Cc1ccc(C(=O)O)cc1	-13
CO[C@@H]1CN(C)C(=O)c2ccc(NC(=O)C3CCC3)cc2OC[C@H](C)N(Cc2nccs2)C[C@H]1C	0
O=C(Nc1cccc(S(=O)(=O)N2CCCCC2)c1)C1CCCC1	0
CCOC(=O)c1cc(CC)sc1NC(=O)COC(=O)c1cc[n+]([O-])cc1	2
Cc1nccc(-c2cccc(NC(=O)Nc3ccc(Cl)cc3)c2)n1	-21
CC(C)c1ccc(S(=O)(=O)NCCCN2CCOCC2)cc1	6
COc1ccccc1CC1(C)NC(=O)N(CC(=O)N2CCc3ccccc3C2)C1=O (stereo unspecified)	5
Cc1cccc(CNC(=O)c2ccc3nc(Cc4ccccc4F)oc3c2)n1	-100
CCOC(=O)CCNCC1COc2ccccc2O1 (stereo unspecified)	11
Cc1ccccc1-c1cc2nc(NCc3ccccc3F)n(C)c(=O)c2s1	-5
O=C(COC(=O)Cn1cnc2ccccc2c1=O)NCCC1=CCCCC1	2
O=C(OCc1cc(=O)n2ccsc2n1)c1ccc(OC(F)F)cc1	3
Cc1cc(-c2onc(C)c2C(=O)Oc2ccc(Cl)cc2)no1	9
Cc1[nH]c(SCC(=O)Nc2cc(C(N)=O)cc(C(N)=O)c2)nc1Cc1ccccc1	-20
Cc1noc(C)c1COc1ccc(C(=O)N2CCN(c3ccccc3F)CC2)cc1	-5
CC(C)(CO)NCC(O)COc1ccc2c(c1)CCC2 (stereo unspecified)	2

Sorted by count of non-hydrogen atoms (lowest first): some entries from above.
SMILES	CD40 NFkB inh
O=c1[nH]c(=S)[nH]cc1Oc1ccccc1	-1
CCOC(=O)CCNCC1COc2ccccc2O1 (stereo unspecified)	11
O=c1c2ccccc2nc2n1-c1ccccc1CCC2	15
Cc1cc(-c2onc(C)c2C(=O)Oc2ccc(Cl)cc2)no1	9
O=C(Nc1cccc(S(=O)(=O)N2CCCCC2)c1)C1CCCC1	0
O=C(CCN1C(=O)C2CCCCC2C1=O)Nc1ccc(Br)cc1F (stereo unspecified)	-8
COc1ccc(NC(C)=O)cc1NC(=O)c1ccc2ccccc2c1	-11
CCOC(=O)c1cc(CC)sc1NC(=O)COC(=O)c1cc[n+]([O-])cc1	2
Cc1ccccc1-c1cc2nc(NCc3ccccc3F)n(C)c(=O)c2s1	-5
Cc1cccc(CNC(=O)c2ccc3nc(Cc4ccccc4F)oc3c2)n1	-100
CC(C)NC(=O)N1CC[C@@H]2[C@H]1c1cc(-c3ccc(F)cc3)ccc1N(C)[C@H]2CO	7[25 µM]
Cc1c(NC(=O)COC(=O)c2ncc(Cl)c(Cl)c2Cl)c(=O)n(-c2ccccc2)n1C	3
CO[C@@H]1CN(C)C(=O)c2ccc(NC(=O)C3CCC3)cc2OC[C@H](C)N(Cc2nccs2)C[C@H]1C	0
C[C@H]1CN([C@@H](C)CO)C(=O)c2ccccc2-c2ccccc2CO[C@@H]1CN(C)Cc1ccc(C(=O)O)cc1	-13

More structures follow.
SMILES	CD40 NFkB inh
CC(C)S(=O)(=O)N1CCCC(C(=O)c2cccc(Cl)c2)C1 (stereo unspecified)	5
CCOC(=O)c1c(NC(=O)/C=C/c2ccc(C)o2)sc(C)c1C	5
CC1(C)CC(C(CC(=O)Nc2nccs2)c2ccccc2)CCO1 (stereo unspecified)	17
Cc1ccc(S(=O)(=O)N(C)C[C@@H]2OCCCC[C@H](C)Oc3ccc(NC(=O)c4ccncc4)cc3C(=O)N([C@@H](C)CO)C[C@H]2C)cc1	-4[25 µM]
CCOC(=O)COc1cnc2ccccc2n1	-41
O=C(NC1CCSc2ccccc21)c1cc([N+](=O)[O-])ccc1N1CCOCC1 (stereo unspecified)	-10
O=C(COC(=O)CNC(=O)c1ccco1)NCCN1C(=O)CSC1=O	6
N#Cc1ccc(C(=O)N2CCN(c3ncccn3)CC2)cc1	7
CC(C)Cc1ccc(CN2CCCC(NC(=O)CCN3CCCCC3=O)C2)cc1 (stereo unspecified)	3
COc1ccc(S(=O)(=O)NCC(c2ccc3c(c2)OCO3)N2CCN(c3ccccc3)CC2)cc1 (stereo unspecified)	-1
C/C=C/c1cnc2c(c1)C(=O)N([C@H](C)CO)C[C@@H](C)[C@@H](CN(C)C(=O)C1CCOCC1)O2	6[25 µM]
CC1=CC(C)(C)N(S(=O)(=O)c2ccc(C)cc2)c2ccc(C)cc21	11
Cc1ccc(SCC(=O)Nc2ccc(S(=O)(=O)Nc3ncccn3)cc2)cc1	5
CCN(CC(=O)Nc1c(F)cccc1F)C(=O)CCN1C(=O)c2cccc([N+](=O)[O-])c2C1=O	16
OC[C@H]1Nc2ccc(-c3cccc(F)c3)cc2[C@@H]2[C@H]1CCN2Cc1ccc(F)cc1	-19[25 µM]
